Growth percent in the NCI-60 one-dose screen (48 h, 10 µM unless noted): 100 = growth as untreated, 0 = no growth, -100 = all killed.
SF-268 – SF-268 CNS cancer cells; actives 3.1% (n = 82,000); AID 1794759
SF-295 – SF-295 CNS cancer cells | actives 5.6% (n = 79,000) | AID 1794758
U251 – U251 CNS tumor cells; actives 5.4% (n = 80,000)
SNB-19 – SNB-19 CNS cancer cells | actives 2.5% (n = 81,000) | AID 1794751
PC-3 – PC-3 prostate cancer cells; AID 1794754; actives 3.9% (n = 80,000)
OVCAR-8 – OVCAR-8 ovarian cancer | actives 4.4% (n = 81,000) | AID 1794782
DU-145 – DU-145 prostate cancer; actives 4.2% (n = 81,000); AID 1794760
SF-539 – SF-539 CNS cancer; AID 1794752; actives 6.8% (n = 81,000)
* marks the source's active call; other numbers are inactive results; . = not tested or not shown; [ ] = remark or other dose. How the source made its calls: active means growth percent below 10; inactive means the rest.

SMILES	SF-268	SF-295	U251	SNB-19	PC-3	OVCAR-8	DU-145	SF-539
O=C(/C=C/c1ccccc1)c1ccc(Nc2nc(NCCO)nc(N3CCOCC3)n2)cc1	86	101	63	95	86	88	82	87
C1CCC2(CC1)CCCN2	105	99	101	106	92	108	100	94
CCOC(=O)C(C#N)(CC)C(C)=C1CC1 (stereo unspecified)	102	108	105	116	99	100	116	101
Cc1cccc(NC(=O)[C@@H]2c3ccccc3C(=O)N(c3ccc(O)cc3)[C@H]2c2ccc(O)cc2)n1	96	97	89	94	92	93	104	100
CCN(CC)Cc1ccccc1	100	107	96	110	95	96	97	92
Fc1ccc(NCn2nc(-c3cnccn3)oc2=S)cc1	94	91	84	94	61	80	103	97
COC(=O)[C@]1(CCSC)N[C@H](c2cn(-c3ccccc3)nc2C)[C@@H]2C(=O)N(c3ccc(Cl)cc3)C(=O)[C@@H]21	106	94	102	96	95	.	124	.
O=S(=O)(Nc1cccc2[nH]cnc12)c1ccc(Br)cc1F	94	87	85	90	.	88	103	87
O=C1C(c2nnc(-c3ccccc3)n2-c2cccc(Cl)c2)=C(O)c2ccccc21	100	96	95	82	79	90	100	101
C=C1C(=O)O[C@H]2[C@H]1CC/C(COC(=O)CCSCCC(=O)OC/C1=C/CC[C@@]3(C)O[C@H]3[C@H]3OC(=O)C(=C)[C@@H]3CC1)=C\CC[C@@]1(C)O[C@@H]21	24	63	6.8*	55	-15*	9.0*	20	-15*
COc1cc(NC(=O)c2cncnc2Nc2ccc3c(ccn3Cc3ccccn3)c2)cc(OC)c1	63	35	46	58	38	66	65	48
CC1=C(C)C(=O)C(C(C)C2=C(C)C(=O)C(C)=C(C)C2=O)=C(C)C1=O	101	128	81	99	52	99	93	81
O=C(O)c1ccc(-c2nn(-c3ccc(C(=O)O)cc3)cc2/C=N/NC(=O)c2ccccc2)cc1	100	99	105	105	102	106	112	103
COC(=O)c1cc(C(=O)CBr)n2c1ccc1c3ccccc3ccc12	75	37	39	55	53	31	69	44
O=C(C1CC2CCC13CCCCC23)C1CC2CCC13CCCCC23 (stereo unspecified)	96	100	94	111	92	99	103	91
c1ccc(COC(Cc2ccccc2)OCc2ccccc2)cc1	95	98	106	102	95	110	104	96
CC1SC(c2ccc(Cl)cc2)N(NC(=O)c2[nH]c3ccc(F)cc3c2-c2ccccc2)C1=O (stereo unspecified)	83	79	74	94	39	98	95	89
COc1ccc(C2C3Cc4cc(OC)c(OC)cc4C3=NN2C(=O)Nc2ccc(F)cc2)cc1OC (stereo unspecified)	105	93	98	104	100	94	100	95
Cc1cc(C)nc(SC2=C(Nc3cc(Cl)ccc3O)C(=O)N(Cc3ccccc3)C2=O)n1	94[30 µM]	112[30 µM]	87[30 µM]	90[30 µM]	.	76[30 µM]	96[30 µM]	118[30 µM]
CCCCCCCCCCCCCCCCCCOc1ccc(CC(=O)OCC[N+]2(C)CCCCC2)cc1	100	110	92	87	92	97	107	99
Cc1cccc(N=C2CCCC2C(=O)Nc2cccc(C)c2C)c1C (stereo unspecified)	105	105	101	97	102	105	123	110
N#Cc1nc(-c2ccccc2)oc1N1CCC(S(=O)(=O)N2CCCCC2)CC1	103	107	103	96	94	102	104	102
CCCCCCCCCC(=O)CCCCCCC	103	105	102	101	96	107	112	99
Cc1ccc(/C=C/C(=O)c2ccc(S(=O)(=O)NCCNc3nc(Nc4ccc(F)cc4)nc(N(C)C)n3)cc2)cc1	35	38	-57*	45	12	3.7*	30	42
CN(C)c1ccc(/C=N/NC(=O)CSc2nc3sc4c(c3c(=O)n2-c2ccccc2)CCCCC4)cc1	57	19	5.2*	49	-23*	21	15	35
O=c1c2cc(Cl)ccc2sc2c(OCCO)nc3ccccc3c12	102	99	95	98	91	96	105	98
OCc1cnccc1NCCCCOc1ccc(Oc2ccccc2)cc1	81	52	52	75	56	65	80	67
NC(=O)c1ccco1	97	105	101	101	97	104	116	95
Cc1ccccc1-n1nnc(C(=O)Nc2ccc(-c3ccccc3)cc2)c1C	90[50 µM]	59[50 µM]	83[50 µM]	84[50 µM]	80[50 µM]	67[50 µM]	73[50 µM]	86[50 µM]
CCn1nccc1-c1ccc2c(c1)COC2(CCCN(C)C)c1ccc(F)cc1 (stereo unspecified)	94	88	102	101	93	103	106	95
CCOc1cc(F)c([N+](=O)[O-])cc1[N+](=O)[O-]	78	97	30	92	66	20	.	.
Nc1cc(C(=O)NC[C@H]2CN(c3ccc(N4CCC(C(=O)O)CC4)cc3)C(=O)O2)ccc1Cl	98	103	103	99	101	103	109	94
O=C(Nc1ccc(OCc2nnc(-c3ccc(Cl)cc3)o2)c(F)c1)Nc1ccc(Cl)c(C(F)(F)F)c1	22	1.0*	-2.0*	.	5.9*	12	9.3*	12
CC(=O)CCS(=O)c1ccccc1 (stereo unspecified)	95	98	97	98	95	104	103	113
CC(=O)c1cccc(/C(N)=N/C(N)=N/c2nc3ccccc3s2)c1	101	96	96	97	90	104	102	105
CCOC(=O)C1=C(C(C)=O)C(c2cccc([N+](=O)[O-])c2)C(C(C)=O)=C(C(=O)OCC)N1	98	95	103	.	92	105	103	98
CS(=O)(=O)OCCCCCCCCCCCN1CCOCC1	110	120	87	99	90	92	113	103
CC(=O)Oc1ccc(C(C)(C)C)cc1	97	102	104	109	96	112	108	110
CCOC(=O)c1sc(/N=C2\NC(=O)/C(=C/c3ccc(OC)cc3)S2)nc1C	99	88	99	92	104	112	95	89
CCOc1ccc(Nc2nc(-c3ccc4c(c3)NC(=O)CO4)cs2)cc1	87	158	67	81	25	63	77	78
CCSc1nc(C)cc(Nc2ccc(Cl)cc2)n1	90	98	89	96	88	99	89	95
C=C1C(=O)O[C@H]2[C@H]1CC/C(COC(=O)/C=C\C(=O)NCc1ccc(Cn3c(=O)sn(CCCI)c3=O)cc1)=C\CC[C@@]1(C)O[C@@H]21	-82*	58	-72*	1.9*	-71*	-1.3*	-90*	-99*
Nc1nc(N)c2c(n1)NC(c1ccc3c(c1)OCO3)CC(c1cccc(Nc3ccncc3)c1)=N2 (stereo unspecified)	68	96	81	95	51	84	106	101
CC[C@]1(O)C[C@@H]2CN(Cc3c([nH]c4ccccc34)[C@@](C(=O)OC)(c3cc4c(cc3OC)N(C)[C@H]3[C@@](O)(C(=O)OC)[C@H](OC(C)=O)[C@]5(CC)[C@@H]6C[C@@H]6CN6CC[C@]43[C@@H]65)C2)C1	28	-14*	7.0*	52	14	12	7.4*	-0.3*
O=C1CSC(=S)N1/N=C/c1ccc2c(c1)OCO2	100	104	100	99	96	99	108	91
O=C1C2=C(C(=O)c3c(O)ccc(O)c31)N(c1cccnc1)Cc1ccccc1O2	1.4*	38	2.0*	5.2*	-32*	2.9*	-97*	-56*
CC(=O)CCN1C(=O)c2ccccc2C1=O	113	92	95	101	101	95	102	105
COc1cc2oc(-c3cccc(NC(=O)c4cc(NC(=O)[C@H](C)N)ccc4Cl)c3)cc(=O)c2c(OC)c1OC	92	92	95	89	81	69	95	91
O=C(Nc1ccccc1)Nc1cccc(Oc2nnc(Cl)c3ccccc23)c1	26	31	4.8*	9.6*	26	16	39	-22*
Cc1ccc2nc(CC(O)(c3ccccc3)c3ccccc3)ccc2c1	106	61	92	101	61	93	102	107
Oc1c(Cl)cc(Cl)c2ccc(CN3CCNCC3)nc12	40	39	27	42	40	28	51	58
Clc1ccc(C(c2c[nH]c3ccc(Br)cc23)N2CCCC2)cc1 (stereo unspecified)	81	93	85	88	58	83	102	95
CCOC(=O)c1cnc2cc(Cl)c(F)cc2c1Nc1cccc(S(=O)(=O)NC)c1	89	94	93	92	90	93	98	93
N#Cc1c(-c2ccc(O)cc2)c2c(N)nn(-c3ccccc3)c2[nH]c1=O	100	110	103	100	102	105	109	96
N#C/C(=C\c1ccc(-c2ccc(F)cc2)o1)C(=O)Nc1ncc(Cc2ccc(Cl)cc2Cl)s1	1.2*	3.2*	22	-13*	1.3*	6.1*	-46*	-2.1*
CC/C(=C(\c1ccc(OCCN2CCCCC2)cc1)c1ccc(OC(=O)Cc2ccccc2)cc1)c1ccccc1	108	101	100	101	106	105	117	97
CCCCCCCCCCCCCCCC#N	97	98	97	103	99	106	103	96
Cc1ccc(C(=O)C2OC3=C(C(=O)CC(C)(C)C3)C2c2cccc(Oc3ccccc3)c2)cc1 (stereo unspecified)	57	51	50	68	37	64	75	76
CCN1C(=S)N(CC)C2C1NC(=S)N2/N=C/C=C/c1ccccc1OC (stereo unspecified)	56	12	13	26	33	13	14	-18*
COc1ccc2cc(-c3ccnc4[nH]c(=S)[nH]c(=O)c34)ccc2c1	99	84	94	90	89	91	100	100
(listing goes on)
SMILES	SF-268	SF-295	U251	SNB-19	PC-3	OVCAR-8	DU-145	SF-539
O=C1Nc2ccc(Cl)cc2/C1=C\c1ccc(OCc2ccccc2)cc1	97	111	102	101	87	100	106	96
COc1cc(C2NC(c3ccc(Cl)cc3)C(C)/C(=N/NC(N)=S)C2C)cc(OC)c1OC (stereo unspecified)	101	117	73	78	74	87	117	89
COc1ccc(/C=N/NC(N)=S)cc1	104	106	97	100	87	100	110	103
NS(=O)(=O)Oc1ccc(NC(=O)C23CC4CC(CC(C4)C2)C3)cc1Br	90	107	102	94	89	100	100	91
COCCCNc1nc2ccccc2c2c(=O)c3cc(OC)ccc3sc12	94	93	96	87	82	99	101	96
Cc1ccc(C(=O)N=c2n(-c3ccc(C)cc3)nc3n2CCN3C2=NCCN2C(=O)c2ccc(C)cc2)cc1	84	93	65	76	43	76	98	81
O=c1ccc(=O)n(-c2nc(-c3ccc(-c4csc(-n5[nH]c(=O)ccc5=O)n4)cc3)cs2)[nH]1	100	106	106	96	96	98	112	101
Cc1ccc(C2=NN(c3nc(-c4cc5ccccc5oc4=O)cs3)C(c3ccc(Cl)cc3)C2)cc1 (stereo unspecified)	94	105	87	78	98	90	105	77
Brc1ccc(-c2nnc3sc(/C=C/c4ccccc4)nn23)cc1	100	101	102	98	98	99	106	100
Nc1cc2c(cc1N)-c1cc(N)c(N)cc1C2	91	113	99	107	80	103	118	103
CCCCc1nc(Cl)c(C2CC(c3ccccc3)=NN2C=O)[nH]1 (stereo unspecified)	96	95	95	101	94	99	107	96
COc1ccc(NC(=O)C2=C(C)NC(=O)N(C)C23C(=O)Nc2ccccc23)cc1 (stereo unspecified)	97	.	104	114	96	104	106	97
COC1OC(COCc2ccc(Cl)cc2)C(OCc2ccc(Cl)cc2)C1O (stereo unspecified)	89	106	96	105	72	99	105	98
NC(=S)N/N=C/CCC/C=N/NC(N)=S	111	115	94	96	89	100	120	97
Cc1cc(Cl)ccc1OCC(=O)OCCC1=CCC2CC1C2(C)C (stereo unspecified)	108	125	109	102	91	111	112	105
CC(=O)NNc1ccc2nnc(-c3ccc(Br)cc3)n2n1	102	96	93	92	94	105	103	90
CCOC(=O)/C(=C\c1ccc(Br)cc1)C(C)=O	96	107	.	98	95	110	106	105
CC(C)(C)OC(=O)n1cc(-c2nc(-c3ccsc3)cs2)c2cc(Br)ccc21	105	107	102	110	.	106	103	105
COc1ccc2nc(Cl)c(Cn3nnnc3Cc3ccccc3)cc2c1	69	77	92	83	.	91	88	80
COc1ccccc1Cn1cc(C#N)c(N)c1C(=O)c1ccc(Cl)cc1Cl	63	76	53	37	67	55	91	64
CN1CCN(c2ccc(Nc3nc(NCCCNC(=O)c4ccccc4)c4sccc4n3)cc2)CC1	78	86	23	95	57	56	75	-89*
O=C(O)C12C3CCC(O3)C1(C(=O)O)C1CCC2O1 (stereo unspecified)	102	107	108	98	96	105	102	107
O=C(CN1C(=O)CN(/N=C/c2ccc([N+](=O)[O-])o2)C1=O)c1ccc(Br)cc1	90	99	95	95	97	98	113	90
N#C/C(=C\c1ccc(Cl)cc1)n1nnc2cc(F)c(F)cc21	36	86	18	35	31	13	14	3.6*

A different layout for 3 compounds above:
Each structure is followed by: SF-268, SF-295, U251, SNB-19, PC-3, OVCAR-8, DU-145, SF-539
NC(=S)N/N=C/CCC/C=N/NC(N)=S
 : 111, 115, 94, 96, 89, 100, 120, 97
Cc1cc(Cl)ccc1OCC(=O)OCCC1=CCC2CC1C2(C)C (stereo unspecified)
 : 108, 125, 109, 102, 91, 111, 112, 105
CC(=O)NNc1ccc2nnc(-c3ccc(Br)cc3)n2n1
 : 102, 96, 93, 92, 94, 105, 103, 90

More structures.
SMILES	SF-268	SF-295	U251	SNB-19	PC-3	OVCAR-8	DU-145	SF-539
OC1(c2ccccc2)CN(Cc2ccccc2)CC(c2ccccc2)O1 (stereo unspecified)	104	98	90	106	79	102	109	99
O=C(/C=C/c1ccc2ccccc2c1)Nc1ncc(Cc2ccccc2)s1	74	37	26	70	71	60	70	78
CC(C)(C)n1nnnc1C(Nc1ccccc1)c1cc2cccc3ccc4cccc1c4c32 (stereo unspecified)	77	75	90	88	58	85	95	98
c1ccc2c(-c3nc(-c4c[nH]c5ccncc45)cs3)c[nH]c2c1	68	50	-15*	86	47	60	45	53
Oc1ccccc1N=Cc1ccccc1	90	111	90	94	37	84	84	108
O=C(NNCCO)c1ccncc1	95	100	99	109	94	100	102	94

Reprinted at random: 6 entries already listed, in no set order.
SMILES	SF-268	SF-295	U251	SNB-19	PC-3	OVCAR-8	DU-145	SF-539
c1ccc2c(-c3nc(-c4c[nH]c5ccncc45)cs3)c[nH]c2c1	68	50	-15*	86	47	60	45	53
O=C(/C=C/c1ccc2ccccc2c1)Nc1ncc(Cc2ccccc2)s1	74	37	26	70	71	60	70	78
O=C(NNCCO)c1ccncc1	95	100	99	109	94	100	102	94
CC(C)(C)n1nnnc1C(Nc1ccccc1)c1cc2cccc3ccc4cccc1c4c32 (stereo unspecified)	77	75	90	88	58	85	95	98
OC1(c2ccccc2)CN(Cc2ccccc2)CC(c2ccccc2)O1 (stereo unspecified)	104	98	90	106	79	102	109	99
Oc1ccccc1N=Cc1ccccc1	90	111	90	94	37	84	84	108

Compound activity from PubChem.
